TEAD-YAP inh: TEAD-YAP interaction inhibition, primary screen, TEAD-YAP interaction inhibitor project, luminescence, HEK-TIYL cells | TEAD-Gal4/YAP UAS-luciferase luminescence | inhibition, % at 9.12 µM | 640,000 compounds, 1.4% hits | AID 1259422, 2018; in the data active = inhibition above about 32%;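 note: 0% = median of test compound wells and 100% = reference inhibitor wells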
FBW7 act: FBW7 E3 ligase activators, primary screen, biochemical, AlphaScreen, human; F-box/WD repeat-containing protein 7 (Homo sapiens), Q969H0; AlphaScreen FBW7–phospho-cyclin E peptide binding, activator screen; AID 1259310, 2017; 650,000 compounds, 0.13% hits; normalized activity (activation), % at 26.1 µM; in the data active = normalized activity above about 1.9%;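 note: purified mutant Fbw7 with reduced substrate affinity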
Target sequence (Q969H0 whole entry, looked up): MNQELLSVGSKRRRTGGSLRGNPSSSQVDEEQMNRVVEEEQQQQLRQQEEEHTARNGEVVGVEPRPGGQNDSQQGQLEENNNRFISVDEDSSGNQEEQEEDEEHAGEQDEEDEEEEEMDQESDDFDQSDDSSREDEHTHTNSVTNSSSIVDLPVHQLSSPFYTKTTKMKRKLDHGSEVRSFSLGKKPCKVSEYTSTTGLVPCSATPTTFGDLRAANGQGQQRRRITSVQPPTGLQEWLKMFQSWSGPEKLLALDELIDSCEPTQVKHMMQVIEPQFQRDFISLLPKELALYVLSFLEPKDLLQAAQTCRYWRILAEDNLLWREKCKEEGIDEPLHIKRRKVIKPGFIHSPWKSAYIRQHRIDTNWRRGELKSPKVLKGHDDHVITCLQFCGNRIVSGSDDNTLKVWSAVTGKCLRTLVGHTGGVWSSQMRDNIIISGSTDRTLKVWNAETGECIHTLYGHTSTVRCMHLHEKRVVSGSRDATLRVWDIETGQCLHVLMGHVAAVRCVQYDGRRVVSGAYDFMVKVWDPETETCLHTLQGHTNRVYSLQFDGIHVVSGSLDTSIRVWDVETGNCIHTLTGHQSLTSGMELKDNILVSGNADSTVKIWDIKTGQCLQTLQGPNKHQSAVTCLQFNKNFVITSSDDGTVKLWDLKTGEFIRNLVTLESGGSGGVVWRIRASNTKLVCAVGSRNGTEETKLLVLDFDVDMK
MITF inh: MITF inhibitors, primary screen, biochemical, AlphaScreen, human. inhibition, % at 2.6 µM. AlphaScreen MITF homodimerization, bead proximity signal. 650,000 compounds, 0.91% hits; in the data active = inhibition above about 50%;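 note: 0% = vehicle wells with protein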
GPR151 ag: activators of human GPR151, primary screen, cell-based, PathHunter beta-arrestin, luminescence; G-protein coupled receptor 151 (Homo sapiens), Q8TDV0; 650,000 compounds, 1% hits; activation, % at 11.2 µM; PathHunter beta-arrestin GPR151 cells; in the data active = activation above about 4.9%;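 note: 0% = median of compound wells and 100% = cells with positive control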
The depositor's hits bear a star.

Labels used below: A = TEAD-YAP inh; B = FBW7 act; C = MITF inh; D = GPR151 ag
1: CC(NC(=O)CCC(=O)N1CCOc2ccc(Cl)cc21)C12CC3CC(CC(C3)C1)C2 (centres undefined)
  A: 5; B: -0.1; C: 8; D: 0.2

2: Cc1cccn2c(=O)c3cc(C(=O)Nc4ccccc4Cl)n(C)c3nc12
  A: 1; B: -0.1; C: -12; D: -1.1

3: COC(=O)C1CCN(CC(O)COc2ccc(CN(C)Cc3nonc3C)cc2)CC1 (centres undefined)
  A: -11; B: 0.1; C: -1; D: -0.7

4: CC(=O)Nc1ccc(CC2(C)C(=O)Nc3cc(C(F)(F)F)ccc32)cc1 (centres undefined)
  A: -2; B: -0.2; C: -13; D: 4.2

5: COC(=O)c1ccc(-c2ccc(/C=C3/SC(=Nc4ccccc4Cl)NC3=O)o2)cc1
  A: 3; B: 0.2; C: 15; D: 0.1

6: CCSc1nnc(-c2ccc(S(=O)(=O)N3CCCC3)cc2)n1C
  A: -5; B: -0.2; C: -11; D: 1.3

7: Cc1ccc(S(=O)(=O)Nc2ccccc2C(=O)Nc2ccc3c(c2)OCCO3)cc1
  A: -6; B: 0.2; C: 23; D: -1.4

8: CCCCN1C(=O)CN(C2CCCCC2)C(=O)C1c1ccc(OC(C)C)c(OC)c1 (centres undefined)
  A: -7; B: -0.3; C: -2; D: 0.6

9: N#Cc1c(N)nc(SCC(=O)c2ccc(O)c(O)c2)c(C#N)c1-c1cccc(Cl)c1
  A: 21; B: -0.1; C: 13; D: -0.6

10: O=C1c2ccccc2C(=O)c2c1nc1n2CCOC1
  A: 3; B: 0.9; C: 6; D: 0.2

(listing goes on)
Labels used below: A = TEAD-YAP inh; B = FBW7 act; C = MITF inh; D = GPR151 ag
11: CC1=C(C(=O)OCC2CCCO2)C(c2cccc([N+](=O)[O-])c2)C2=C(CC(c3cccs3)CC2=O)N1 (centres undefined)
  A: 19; B: -0.1; C: 7; D: 0.9

12: O=C(c1ccc(Br)o1)N1CCN(c2ccccc2)CC1
  A: -8; B: -0.1; C: -1; D: 0.3

13: O=C(COc1ccccc1)OC12CC3CC(CC(C3)C1)C2
  A: -8; B: 0.1; C: -8; D: 0.2

14: COc1ccc(-c2cc(C(F)(F)F)n3nc(C(=O)Nc4ccc(Cl)c(C(F)(F)F)c4)cc3n2)cc1OC
  A: 10; B: 0.1; C: 17; D: -1.6

15: COc1ccc(-c2cc3c(=O)n(CC(=O)NCc4cccc(OC)c4OC)ncn3n2)cc1
  A: -10; B: 0.1; C: 3; D: 0.2

16: CCC(C)C(=O)Nc1nnc(C(C)(C)C)s1 (centres undefined)
  A: 2; B: 0.1; C: 15; D: -0.4

17: O=C(NCCOc1ccccc1F)c1ccccc1SCc1ccc(F)cc1
  A: 14; B: 0.1; C: 9; D: -1.3

18: Cc1cc(C)c(NC(=O)c2sc3nc4c(c(-c5cccs5)c3c2N)CCCC4)c(C)c1
  A: -6; B: 0.2; C: 5; D: 1.1

19: COc1ccc(CNS(=O)(=O)c2ccc(OC)c(C)c2)cc1
  A: -13; B: -0.3; C: -14; D: -1.9

20: O=C(CN1CCN(C(=O)c2ccco2)CC1)Nc1ccc(OCc2ccccc2)cc1
  A: 5; B: -0.1; C: 5; D: 0.7

Additional entries follow.
Labels used below: A = TEAD-YAP inh; B = FBW7 act; C = MITF inh; D = GPR151 ag
21: COC(=O)CN1C=C(C(=O)OC)C(c2ccc(O)cc2)C(C(=O)OC)=C1
  A: 6; B: -0.2; C: -9; D: -0.6

22: CCC(C)NC(=O)c1sc2ncn(CC(=O)Nc3ccc(C(C)C)cc3)c(=O)c2c1C (centres undefined)
  A: 3; B: 0.1; C: 8; D: -1.2

23: COC(=O)c1c(NC(=S)NCc2ccco2)sc2c1CCC2
  A: 0; B: 0.0; C: 9; D: 0.7

24: CSc1ccccc1NC(=O)c1ccco1
  A: -8; B: 0.8; C: -6; D: -1.8

25: CC(C)(C)C(=O)N1CCC(n2nc(-c3cccs3)ccc2=O)CC1
  A: 15; B: 0.3; C: 19; D: -0.1

26: CC(=O)N1CCc2cc(S(=O)(=O)Nc3ccc(F)cc3)ccc21
  A: 18; B: 0.0; C: 5; D: 0.1

27: CCOC(=O)c1ccc(CN(Cc2ccc(Cl)cc2Cl)S(=O)(=O)c2ccc(Cl)cc2)cc1
  A: -4; B: -0.2; C: -1; D: -2.8

28: Clc1cccc(N2CCN(c3nnnn3-c3ccccc3)CC2)c1
  A: 3; B: 0.2; C: 5; D: 0.1

29: Cc1ccc2nc(-c3ccc(NC(=O)COc4ccc(Br)cc4Br)cc3)sc2c1
  A: -6; B: -0.1; C: 9; D: -0.8

30: COc1cc(C(=O)Nc2ccc(-c3nc4ccccc4o3)cc2)cc(OC)c1OC
  A: -5; B: 0.0; C: -4; D: -0.2

Continuation:
Labels used below: A = TEAD-YAP inh; B = FBW7 act; C = MITF inh; D = GPR151 ag
31: Cc1c(CNCc2cccnc2)c(C(=O)O)c(C)n1Cc1ccc(F)cc1Cl
  A: 4; B: -0.1; C: 14; D: 0.9

32: COc1cc(C=O)ccc1Oc1ccc([N+](=O)[O-])cn1
  A: 5; B: -0.1; C: 14; D: 4.1

33: COc1ccc(NC(=O)c2sc3nc(C)cc(C(F)(F)F)c3c2N)cc1
  A: -24; B: 0.1; C: 4; D: 0.1

34: COc1cc(Nc2cc(N)ncn2)cc(OC)c1OC
  A: 2; B: 0.0; C: 11; D: 1.6

35: O=C(NC(c1ccccc1)c1cnccn1)C1CCN(C(=O)c2ccno2)CC1 (centres undefined)
  A: 1; B: 0.0; C: -6; D: -0.5

36: COc1cc(CNc2ncn[nH]2)cc(Cl)c1OC
  A: -2; B: -0.2; C: -5; D: 1.9

37: COc1ccc(CCNC(=O)CCCCCn2c(SCC(=O)NCc3ccccc3)nc3cc4c(cc3c2=O)OCO4)cc1OC
  A: 1; B: -0.1; C: -19; D: 0.0

38: Cc1cccc(C)c1-n1nnnc1C(NCCc1c(C)[nH]c2ccccc12)c1ccccc1 (centres undefined)
  A: -1; B: -0.1; C: 1; D: -1.0

39: CC1=NN(C(N)=S)C(=O)C1N=Nc1ccccc1C (centres undefined)
  A: -15; B: -0.6; C: 9; D: -5.0

40: CC(C)C[C@@H]1NC(=O)[C@H]2CN(C(=O)c3ccc(C(F)(F)F)cc3)CCN2C1=O
  A: -3; B: 0.0; C: -3; D: 1.1

(list continues)
Labels used below: A = TEAD-YAP inh; B = FBW7 act; C = MITF inh; D = GPR151 ag
41: CCc1nnc(NC(=O)C(=O)Nc2ccc(Cl)cc2)s1
  A: 2; B: 0.1; C: 7; D: -0.9

42: O=C(NC(O)C(Cl)(Cl)Cl)c1ccc(Cl)cc1Cl (centres undefined)
  A: -3; B: 0.1; C: 19; D: 3.4

43: COc1ccc(C2C(C#N)=C(N)N(c3cccc(Cl)c3C)C3=C2C(=O)CCC3)cc1 (centres undefined)
  A: -7; B: 0.0; C: 8; D: 0.6

44: COc1ccc(C(=O)NC(=S)Nc2ccc(I)cn2)cc1Cl
  A: -5; B: -0.1; C: 10; D: 0.3

45: CC(=O)Oc1ccc(C2Nc3ccc4ccccc4c3C3C=CCC32)c(OC(C)=O)c1 (centres undefined)
  A: 2; B: -0.1; C: -3; D: -0.2

46: CCC(C)C(NCCC(=O)c1ccc(F)cc1)C(=O)O (centres undefined)
  A: 13; B: 0.2; C: 10; D: -1.4

47: N#C/C(=C/c1ccc2c(c1)OCO2)c1ccccc1F
  A: -28; B: 0.0; C: 1; D: -1.2

48: Cc1ncc2c(c1CNC(=O)Cn1ccnc1)CCN(C(=O)Cc1ccc(F)cc1)C2
  A: 2; B: 0.0; C: 6; D: -0.3

49: COC(=O)c1ccccc1NC(=O)COc1cc(C)ccc1C(C)(C)C
  A: 9; B: -0.1; C: 5; D: -0.8

50: O=C(CN1C(=O)C2C3CCC(C3)C2C1=O)Oc1ccc(Cc2ccccc2)cc1 (centres undefined)
  A: 5; B: 0.0; C: -2; D: -0.2

Along the list, from the results shown:
GPR151 ag, nos. 44 to 49: 0.3, -0.2, -1.4, -1.2, -0.3, -0.8
TEAD-YAP inh, nos. 44 to 49: -5, 2, 13, -28, 2, 9

The list goes on:
Labels used below: A = TEAD-YAP inh; B = FBW7 act; C = MITF inh; D = GPR151 ag
51: COCCCNc1ncnc2nc[nH]c12
  A: 6; B: 0.2; C: 5; D: -0.5

52: C/C(Cl)=C/Cn1c(SCC(=O)O)nc2c1c(=O)[nH]c(=O)n2C
  A: 1; B: -0.2; C: 2; D: -0.1

53: CC(NC(=O)c1ccco1)c1nnc2n1CCN(Cc1cccc(Cl)c1)CC2 (centres undefined)
  A: 5; B: -0.1; C: 12; D: 0.7

54: O=C(c1ccc(F)cc1F)N1CCCC(c2nc(-c3cccs3)no2)C1 (centres undefined)
  A: -10; B: 0.0; C: -24; D: 0.4

55: CC(O)c1cnnn1-c1nonc1N (centres undefined)
  A: 4; B: 0.0; C: 1; D: 0.7

56: COc1ccc(NC(=O)c2nn3c(c2Br)NC(c2ccc(Br)o2)CC3C(F)(F)F)c(OC)c1 (centres undefined)
  A: 2; B: -0.1; C: -7; D: -0.2

57: COc1ccc(CC(NC(C)=O)C(=O)NC2CCN(C(=O)c3cccs3)CC2)cc1 (centres undefined)
  A: 6; B: 0.0; C: 4; D: 0.2

58: CN(C)CCNC(=O)c1ccc(-n2ncc3cc(Nc4ccccc4Cl)ccc32)nc1
  A: -8; B: 0.4; C: -8; D: 1.7

59: Nc1sc2c(c1C(=O)c1cccc(F)c1)CCCC2
  A: -21; B: -0.1; C: -1; D: -1.4

60: O=C1c2ccc([N+](=O)[O-])cc2C(=O)N1c1cc(Br)c(O)c(Br)c1
  A: 6; B: -0.5; C: 69*; D: -0.2

Ordered by heavy-atom count (low to high): 4 of the compounds above.
Labels used below: A = TEAD-YAP inh; B = FBW7 act; C = MITF inh; D = GPR151 ag
55: CC(O)c1cnnn1-c1nonc1N (centres undefined)
  A: 4; B: 0.0; C: 1; D: 0.7

51: COCCCNc1ncnc2nc[nH]c12
  A: 6; B: 0.2; C: 5; D: -0.5

60: O=C1c2ccc([N+](=O)[O-])cc2C(=O)N1c1cc(Br)c(O)c(Br)c1
  A: 6; B: -0.5; C: 69*; D: -0.2

54: O=C(c1ccc(F)cc1F)N1CCCC(c2nc(-c3cccs3)no2)C1 (centres undefined)
  A: -10; B: 0.0; C: -24; D: 0.4

Individual results from above.
In GPR151 ag, cpd 26 reads 0.1
In GPR151 ag, cpd 37 reads 0.0
In GPR151 ag, cpd 24 reads -1.8
In GPR151 ag, cpd 59 reads -1.4
In TEAD-YAP inh, cpd 48 reads 2

More entries:
Labels used below: A = TEAD-YAP inh; B = FBW7 act; C = MITF inh; D = GPR151 ag
61: COc1ccc(S(=O)(=O)NCCc2sc(-c3cccc(F)c3)nc2C)c(OC)c1
  A: -7; B: 1.6; C: 1; D: -0.5

62: c1ccc2cc(-c3cnc(Nc4ccc(N5CCOCC5)cc4)c4nccn34)ccc2c1
  A: 11; B: 0.0; C: -1; D: 2.1

63: O=C(COc1ccc(C2CCCCC2)cc1)Nc1cc(C(=O)O)cc(C(=O)O)c1
  A: -6; B: 0.1; C: 10; D: -1.2

64: O=C(/C=C/c1cccs1)NCc1cccs1
  A: -55; B: 0.2; C: -7; D: -1.5

65: O=C1C2C3c4ccccc4C(c4ccccc43)C2C(=O)N1c1ccccc1F (centres undefined)
  A: 1; B: 0.0; C: 12; D: 0.7

66: O=C(CC1CCCCC1)N1CCN(c2ccc([N+](=O)[O-])cc2)CC1
  A: 17; B: -0.3; C: -8; D: 2.3

67: CCC(C)NC(=O)C1CC(C(c2ccccc2)c2ccccc2)=NO1 (centres undefined)
  A: -18; B: 0.2; C: -25; D: 1.1

68: Cn1cc(C(=O)N2CCOCC2)cc(NC(=O)C2CCCC2)c1=O
  A: -1; B: -0.3; C: 23; D: 1.4

69: COc1ccc(S(=O)(=O)Nc2ccc(OC)c(S(N)(=O)=O)c2)cc1NC(C)=O
  A: 4; B: 0.1; C: 12; D: 0.3

70: Cc1sc2nc(C)n(C3CCN(Cc4cccnc4)CC3)c(=O)c2c1C
  A: 10; B: 0.0; C: 18; D: -0.3

71: CCc1c(C)nc2c(Cl)cccc2c1SCC(=O)O
  A: 5; B: 0.7; C: 26; D: 0.5

72: Cc1c(NC(=O)Nc2ccc(C#N)cc2)n(C)c(=O)n1-c1ccccc1
  A: 14; B: 0.0; C: 6; D: 0.0

Part of the list above, reduced to TEAD-YAP inh, MITF inh and FBW7 act.
# | SMILES | TEAD-YAP inh | MITF inh | FBW7 act
61 | COc1ccc(S(=O)(=O)NCCc2sc(-c3cccc(F)c3)nc2C)c(OC)c1 | -7 | 1 | 1.6
62 | c1ccc2cc(-c3cnc(Nc4ccc(N5CCOCC5)cc4)c4nccn34)ccc2c1 | 11 | -1 | 0.0
63 | O=C(COc1ccc(C2CCCCC2)cc1)Nc1cc(C(=O)O)cc(C(=O)O)c1 | -6 | 10 | 0.1
